Bioassay records: PubChem BioAssay, several laboratories
TcdB inh: blocks C. difficile toxin B glycohydrolase activity; P18177; TcdB glycohydrolase enzymatic assay, plate reader; inhibition, % at 9.99 µM; 350,000 tested, 0.24% active; AID 652162; in the data active = inhibition above about 10%
Yp Topo-I inh: inhibitors of Yersinia pestis topoisomerase I | Y. pestis Topo-I cleavage product accumulation, plate reader | activity, % at 10 µM | 360,000 tested, 0.064% active | AID 504884; in the data active = activity above about 50%, passing the limit was not always enough; inconclusive = no clear call, values can overlap the other calls; also: inactives centre near 2
Anthrax LF prot: blocks Bacillus anthracis lethal factor protease; P15917; multiplex microsphere protease cleavage assay, LF; inhibition, % at 10 µM; 360,000 tested, 0.12% active; AID 588501; in the data active = inhibition above about 30%; inconclusive = no clear call, values can overlap the other calls; also: plate controls were buffer without enzyme for full effect and enzyme alone for no effect
SARS 3CLpro inh: SARS-CoV 3CLpro protease inhibition; recombinant SARS-CoV 3CLpro, quenched FRET peptide cleavage; inhibition, % at 6 µM; 290,000 tested, 0.14% active; AID 1706; in the data active = inhibition above about 12%
MazEF act: MazEF (E. coli) toxin RNase activation; AID 504720; P0AE70; 350,000 tested, 0.32% active; activation, % at 20 µM; FAM/BHQ RNA-DNA oligo cleavage fluorescence, 5 h; in the data active = activation above about 50%
Vc quorum ag: inducers of Vibrio cholerae quorum light production without autoinducers | activation, % at 18.7 µM | 350,000 tested, 0.16% active | V. cholerae BH1578 lux reporter, luminescence, 6 h; in the data active = activation mostly above about 9.7%, no sharp cut-off; inconclusive = no clear call, values can overlap the other calls; inactive = mostly below about 3.7%; also: not every result past the cut was called active; inactives centre near 0; reference of the scale not given here
Rv3671c inh: Rv3671c (M. tuberculosis) protease inhibition; 320,000 tested, 0.048% active; P9WHR9; inhibition, % at 5.96 µM; in the data active = inhibition above about 38%;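 also: extracellular domain of Rv3671c used as enzyme; 0% = enzyme with DMSO and 100% = no enzyme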
PfHsp40 yeast: compounds rescuing yeast from Plasmodium falciparum HSP40 toxicity. AID 504582. S. cerevisiae expressing PfHsp40, growth rescue, ATP luminescence. growth rescue, % at 12.5 µM. 340,000 tested, 0.68% active; in the data active = growth rescue above about 28%, passing the limit was not always enough; inconclusive = no clear call, values can overlap the other calls;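 also: yeast W303a lacking pdr1 and pdr3 grown in galactose medium; growth measured after three days at 30 °C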
SSB-PriA inh: blocks PriA binding to SSB C-terminal tail; AlphaScreen SSBct-PriA binding, biotinylated peptide; AID 1272365; inhibition, % at 33 µM; 430,000 tested, 0.6% active; in the data active = inhibition mostly above about 37%, no sharp cut-off; inactive = mostly below about 20%;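 also: plate controls were negative control peptide for no effect and reference peptide for full effect; strong numbers were not always called active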
DUSP3 inh: inhibitors of human VHR1 phosphatase (DUSP3). P51452. recombinant VHR phosphatase, pNPP absorbance. inhibition, % at 13.3 µM. 290,000 tested, 0.52% active; in the data active = inhibition above about 50%; also: some compounds called inactive have numbers as strong as hits
Numbers without * were called inactive; i = inactive; u = inconclusive; x = no result given; & = joins results of further samples. These rows are one share of the data (hit frequency here may not be typical).

SMILES | TcdB inh | Yp Topo-I inh | Anthrax LF prot | SARS 3CLpro inh | MazEF act | Vc quorum ag | Rv3671c inh | PfHsp40 yeast | SSB-PriA inh | DUSP3 inh
O=C(C1CCCCN1S(=O)(=O)c1ccccc1[N+](=O)[O-])N1CCCC1 (centres undefined) | 2.9 | -0.8 | 4.1 | 0.2 | -23.7 | -0.5 | 3.4 | 1.8 | -11.1 | -15.2
O=C(NCC1CCCN1S(=O)(=O)c1cccs1)c1cccc(F)c1 (centres undefined) | 2.5 | -1.2 | x | x | -13.5 | -0.4 | -6.0 | -0.9 | -11.5 | x
O=C(COC(=O)c1ccc(N2CCCC2=O)cc1)c1ccc(OC(F)F)cc1 | 0.1 | -4.4 | -5.2 | 3.7 | 4.4 | i | -3.4 | 0.7 | -13.5 | 21.4
Cc1cc(Cl)c(OCCn2ccnc2)c(Br)c1 | 1.3 | 11.6 | -3.4 | 1.3 | -0.9 | i | 5.5 | 1.7 | 10.2 | -27.5
COc1cccc(N=Nc2c(O)[nH]c(=S)[nH]c2=O)c1 | 2.2 | 9.3 | -3.7 | 0.2 | -1.4 | -0.5 | 4.0 | -1.4 | -6.1 | 23.7
Cc1ccc(CS(=O)Cc2ccc(C(=O)NCC(C)c3ccccc3)o2)cc1 (centres undefined) | 1.2 | 31.5 | 6.4 | -2.9 | 2.1 | -0.3 | -6.9 | -0.9 | -7.1 | -6.0
COc1ccc(CNC(=O)C2CCCN(c3ncnc4c3nc3n4CCCCC3)C2)cc1 (centres undefined) | x | -5.5 | -4.3 | -5.3 | 10.7 | i | -5.3 | 1.2 | 7.2 | -9.1
O=C(/C=C/NCc1cccnc1)c1ccc(Br)cc1 | -0.3 | 10.3 | -35.1 | x | -6.5 | -0.9 | -4.1 | 7.2 | -0.7 | x
Cn1c(=O)c2c(SCC(=O)Nc3nccs3)nc(C3CC3)nc2n(C)c1=O | -0.5 | 3.7 | -2.4 | 2.1 | 12.1 | -0.2 | 3.9 | 1.0 | -13.0 | 12.5
N#C/C(=C\c1ccccc1C(F)(F)F)C(=O)Nc1ccccc1 | 0.4 | 0.9 | -3.6 | -3.0 | 1.0 | -0.3 | -4.7 | -1.6 | -11.0 | -9.6
O=C(OCC(=O)N1CCOCC1)C(c1ccccc1)c1ccccc1 | x | 1.1 | 0.7 | -1.1 | 3.5 | -1.1 | x | -1.8 | 0.1 | 21.7
O=C(COC(=O)c1ccc2c(c1[N+](=O)[O-])C(=O)c1ccccc1C2=O)NC1CC1 | 1.4 | -0.2 | 1.9 | 2.1 | 8.2 | i | -2.5 | 0.5 | -0.9 | 7.6

A second format for some results above.
| SMILES | TcdB inh | Yp Topo-I inh | Anthrax LF prot | SARS 3CLpro inh | MazEF act | Vc quorum ag | Rv3671c inh | PfHsp40 yeast | SSB-PriA inh | DUSP3 inh |
| --- | --- | --- | --- | --- | --- | --- | --- | --- | --- | --- |
| Cn1c(=O)c2c(SCC(=O)Nc3nccs3)nc(C3CC3)nc2n(C)c1=O | -0.5 | 3.7 | -2.4 | 2.1 | 12.1 | -0.2 | 3.9 | 1.0 | -13.0 | 12.5 |
| N#C/C(=C\c1ccccc1C(F)(F)F)C(=O)Nc1ccccc1 | 0.4 | 0.9 | -3.6 | -3.0 | 1.0 | -0.3 | -4.7 | -1.6 | -11.0 | -9.6 |
| O=C(OCC(=O)N1CCOCC1)C(c1ccccc1)c1ccccc1 | x | 1.1 | 0.7 | -1.1 | 3.5 | -1.1 | x | -1.8 | 0.1 | 21.7 |

New compounds follow.
SMILES | TcdB inh | Yp Topo-I inh | Anthrax LF prot | SARS 3CLpro inh | MazEF act | Vc quorum ag | Rv3671c inh | PfHsp40 yeast | SSB-PriA inh | DUSP3 inh
Oc1nc(Nc2ccccc2)sc1/C=C1\C=Nc2ccccc21 | 0.6 | -7.3 | 3.6 | 2.4 | 7.3 | i | -18.2 | 1.4 | -9.0 | -22.5
CC(C)(C)NS(=O)(=O)c1ccc(NC(=O)C2CC(=O)N(CCc3ccc(F)cc3)C2)cc1 (centres undefined) | -1.2 | 8.1 | 1.6 | 2.7 | 2.0 | -0.6 | -2.5 | 0.4 | 12.4 | -35.9
CCCn1nc(C(=O)NCC(C)(C)N2CCOCC2)c2ccccc2c1=O | x | -10.6 | -1.6 | -1.2 | 1.5 | 7.1 | -3.0 | -1.9 | -18.0 | 19.2
CCOc1cccc2sc(N(CCN(CC)CC)C(=O)c3ccc(S(=O)(=O)N4CCCC4)cc3)nc12 | 2.1 | 23.2 | -11.0 | 3.8 | 13.1 | -0.3 | -2.2 | -0.1 | 6.6 | 19.2
Cc1ccc2c([N+](=O)[O-])cccc2n1 | x | 0.8 | -1.4 | -8.0 | 5.5 | -2.2 | 7.3 | -1.2 | -4.1 | -0.1
Cc1c(N=C/C=C2/N(C)c3ccccc3C2(C)C)c(=O)n(-c2ccccc2)n1C | -2.5 | 6.8&14.3 | -1.6&-5.9 | -1.9 | 7.0&11.3 | 3.8&-0.2 | 0.5 | 1.1&0.2 | 2.4&0.3 | 17.9
O=C(c1c(Cl)nc2sccn12)N(C(=O)c1c(Cl)nc2sccn12)c1ccc(Cl)cn1 | x | 19.2 | 2.2 | 1.8 | -3.0 | -7.1 | -2.4 | 4.5 | 6.4 | 0.0
CC1CCCCC1NC(=O)c1cccc(S(=O)(=O)N2CCN(Cc3ccccc3)CC2)c1 (centres undefined) | 0.7 | 20.1 | -2.1 | x | -1.6 | i | -9.9 | 15.8 | -3.9 | x
Cc1ccc(OCC(O)Cn2c(N3CCOCC3)nc3c2c(=O)[nH]c(=O)n3C)cc1 (centres undefined) | x | 3.2 | -3.6 | -2.5 | 4.7 | i | -4.1 | 0.1 | -3.4 | 12.1
COC(=O)c1ccc(Cn2nc(-c3cc(C)ccc3C)ccc2=O)cc1 | 1.1 | 17.3 | -13.2 | 4.5 | 5.4 | -0.5 | x | x | -4.5 | -2.4
NC(=O)[C@@H]1CCCN1Cc1nc(-c2ccc(C(F)(F)F)cc2)no1 | 0.5 | -10.1 | -2.2 | -2.8 | 2.2 | -0.2 | 2.1 | -0.1 | 2.2 | 8.5
Cc1ccc(C)c(S(=O)(=O)N2C(=S)NC(=O)C2CC(C)C)c1 (centres undefined) | x | 0.7 | -2.0 | 1.0 | 2.0 | -0.8 | -0.6 | -0.8 | 6.5 | 17.1
Cc1cccc(CN(C)C[C@@H]2OCc3cnnn3CCCC(=O)N([C@@H](C)CO)C[C@H]2C)c1 | 0.2&0.7&-1.2 | 7.9 | 3.2 | x | 4.2 | -0.8 | x | x | x | x
O=S(=O)(c1ccc(Cl)cc1)N1CN(CC2CCCO2)c2nc3ccccc3nc21 (centres undefined) | 0.8 | 25.3 | 3.0 | 0.3 | -3.6 | 1.1 | -5.1 | 0.8 | 2.8 | 12.8
C[C@@H](NC(=O)c1[nH]cnc1C(=O)Nc1ccccc1F)c1ccccc1 | 1.0 | 1.0 | -4.5 | x | 6.7 | -0.4 | x | x | x | x
O=C(O)CCCC(=O)Nc1ccc(S(=O)(=O)Nc2nccs2)cc1 | 0.6 | -3.3 | -1.1 | -7.0 | 2.5 | -8.3 | x | 1.1 | -6.6 | -16.2
CCOC(=O)C1=C(C)N[C@@]2(O)c3ccccc3C(=O)[C@@]12O | x | 4.7 | -2.7 | -1.3 | 7.0 | i | -75.9 | 0.8 | -8.3 | -0.1
Oc1c(Br)cc(Br)cc1C=Nc1cccnc1 | -0.2 | 2.6 | 6.2 | -0.7 | -15.9 | -1.0 | 0.8 | -3.1 | -17.5 | -54.9
C/C(=N\NC(=O)c1ccccc1C)c1ccc(N2CCOCC2)cc1 | x | 0.0 | -1.1 | 0.9 | -19.3 | -0.6 | -2.4 | -0.7 | x | 17.1
Cc1sc2ncnc(Sc3nnnn3-c3ccc(Cl)cc3)c2c1C | x | 1.6 | 1.9 | -3.2 | 12.9 | -3.1 | -1.9 | -0.3 | -10.1 | 25.3
Cc1cccc(NC(=O)CN2CCN(C(=O)C3CCC3)CC2)c1C | 1.2 | -9.7 | 2.5 | x | -0.4 | i | -5.7 | -0.2 | -7.8 | x
CCc1ccc(/C=N/Nc2nn[nH]n2)cc1 | x | 1.4 | -0.2 | 3.6 | -2.7 | i | -14.5 | -1.4 | x | 26.7
CCC(c1nnnn1C1CCCC1)N1CCN(C(=O)c2ccco2)CC1 (centres undefined) | x | 8.7 | -1.5 | 1.4 | -1.9 | i | -1.4 | -0.6 | -4.0 | 8.4
CCC1CCCCN1S(=O)(=O)c1ccc(NC(=O)c2snnc2C)cc1 (centres undefined) | -0.4 | 17.5 | -2.0 | -1.1 | 5.5 | i | -2.8 | 1.3 | 8.8 | -14.6
NC(=O)C1CCC(NC(=O)OCc2ccccc2)CC1 (centres undefined) | x | -0.3 | 2.1 | 5.8 | 3.1 | 6.1 | 6.5 | -0.1 | 2.6 | -2.5
C=CCOc1ccc(/C=N/NC(=O)C(=O)N2CCCCCC2)cc1OC | 1.4 | -1.7 | -13.5 | -1.3 | 11.4 | i | 1.7 | -1.0 | x | 25.5
COc1ccc(C2c3ccc(O)cc3Oc3ncn4nc(-c5ccccn5)nc4c32)cc1OC (centres undefined) | 1.8 | 6.1 | x | 0.3 | 8.6 | -0.2 | -4.5 | -1.0 | -1.9 | -14.2
Cc1ccc(-n2c(=O)c3ccc(C(=O)NCc4ccco4)cc3n(Cc3ccccc3C#N)c2=O)cc1 | 1.6 | -5.4 | -1.0 | -1.8 | 10.5 | -0.1 | -3.6 | 0.6 | -1.6 | 7.8
CC1CCC(NC(=O)c2cccc(S(=O)(=O)N3CCN(c4ccc(F)cc4)CC3)c2)CC1 (centres undefined) | -1.3 | 6.1 | x | x | -2.4 | -0.4 | -7.7 | 0.2 | 1.7 | x
O=C(COc1ccc(Cl)cc1[N+](=O)[O-])N/N=C/c1cccs1 | 0.3 | 3.7 | 0.3 | 1.0 | 1.6 | -0.2 | 3.0 | 0.0 | x | 7.2
CCCCCC(O)(c1ccc(OCC)cc1)C(CN1CCOCC1)c1ccccc1 (centres undefined) | -1.7 | 37.4 | -16.9 | -2.4 | 2.9 | i | -7.3 | 0.8 | -7.4 | -20.5
CCCCC(C(=O)O)C(C)CC(=O)Nc1nccs1 (centres undefined) | 0.5 | 12.5 | 4.1 | -2.7 | 7.8 | -0.6 | -10.2 | -0.5 | -4.8 | 0.0
Clc1ccc(-c2nnc3ccccn23)cc1 | x | -2.5 | 0.6 | -0.5 | 2.9 | i | 3.3 | -0.6 | -10.7 | 10.9
CCN(CC)S(=O)(=O)c1ccc(C(=O)OCC(=O)c2ccc3c(c2)NC(=O)CO3)cc1 | -2.7 | u | 0.2 | 3.1 | -56.6 | 1.6 | -9.8 | -0.8 | -1.3 | 35.3
COc1ccc(NC(=S)N2CCCCCC2)cc1OC | -2.6 | 7.8 | -3.9 | -1.2 | 0.5 | -0.3 | 10.3 | -1.3 | -6.1 | -3.4
O=C1[C@@H]2Cc3c([nH]c4ccccc34)C(c3cccc([N+](=O)[O-])c3)N2C(=O)CN1CCCO (some centres undefined) | 0.8 | -10.9 | -9.9 | -0.3 | -2.2 | 1.9 | 0.3 | 1.2 | 9.4 | -28.6
CCOc1ccc(NC(=O)CN(C)C(=O)c2cccnc2SC)cc1OCC | -0.5 | -1.8 | 2.6 | 3.7 | 3.4 | -0.1 | 3.5 | -0.2 | 14.7 | 4.7
Cn1c(=O)c2c(nc(NCc3cccnc3)n2Cc2ccccc2Cl)n(C)c1=O | 0.7 | 2.1 | 0.4 | 2.9 | -4.4 | -0.2 | -3.8 | -1.6 | -6.1 | 25.7
OCCNc1nc(-c2ccccc2)nc2c1oc1ccccc12 | 2.9 | 10.7 | 1.8 | 2.6 | 11.2 | i | 2.2 | 0.0 | 0.9 | 16.5
COc1ccc(NC(=O)CC2C(=O)N(CCc3ccccc3)C(=S)N2Cc2cccnc2)cc1 (centres undefined) | x | -0.1 | -0.1 | 4.6 | 1.4 | i | 0.3 | 6.2 | 11.2 | 35.6
CC12CCC(O)CC1=CCC1C2CCC2(C)C3=NN=CC3CC12 (centres undefined) | -0.3 | 0.0 | -2.8 | x | 0.7 | 1.0 | x | 85.5* | -0.5 | x
